Screening data as filed in PubChem.
EPAC1 antagonist = qHTS for Antagonist of cAMP-regulated guanine nucleotide exchange factor 3 (EPAC1): primary screen | Rap guanine nucleotide exchange factor 3 (Homo sapiens), O95398 | EPAC1 GEF assay, Rap1b-BODIPY-GDP exchange fluorescence | Potency, µM (titrated, usually from 115 µM), for the others: top-dose activity change, negative = inhibition, most hits filed as inhibitors | 0.14% of 360,000 active | AID 720709, 2013;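 also: potency is read from the fitted curve at half-maximal effect; plate controls were vehicle for no effect and positive control for full effect; nearly all actives have a fitted effect of over 50% in size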
EPAC2 antag = qHTS for Antagonist of cAMP-regulated guanine nucleotide exchange factor 2 (EPAC2): primary screen; AID 720708, 2013; Potency, µM (titrated, usually from 114 µM), without a hit: at the top dose activity, negative = inhibition, actives largely listed as inhibitors; EPAC2 GEF exchange of Rap1B-BODIPY-GDP, fluorescence; 0.18% of 360,000 active; also: potency is read from the fitted curve at half-maximal effect; % is scaled to controls: 0 for no effect and ±100 for the full control effect; nearly all actives have a fitted effect of over 45% in size; many of its hits are not listed in these tables
WRN helicase inh = qHTS for Inhibitors of WRN Helicase. Potency, µM (highest dose often 114 µM), for the others: top-dose activity change, negative = inhibition, hits mostly inhibitors. WRN helicase unwinding, fluorescent forked duplex, kinetic. 0.46% of 360,000 active. AID 651768, 2012. Bifunctional 3'-5' exonuclease/ATP-dependent helicase WRN (Homo sapiens), Q14191; also: potency is read from the fitted curve at half-maximal effect; % is scaled to controls: 0 for no effect and ±100 for the full control effect; nearly all actives have a fitted effect of over 55% in size
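Screening of the MLSMR collection measured strand separation of a quenched forked DNA duplex (100 nM) by 20 nM WRN with 2 mM ATP, all final. Compounds were preincubated with enzyme 15 min at room temperature.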
Mm-Cpn inhibitor = Inhibitors of TCP-1 ring complex (TRiC) of Methanococcus maripaludis (MmCpn): qHTS | Chaperonin Mm-Cpn (Methanococcus maripaludis) | purified Mm-Cpn ATPase, ADP Transcreener TR-FRET | Potency, µM (series often up to 76.9 µM), inactives show at the top dose activity, negative = inhibition, usual class: inhibitors | 0.031% of 330,000 active; also: potency is read from the fitted curve at half-maximal effect; % is scaled to controls: 0 for no effect and ±100 for the full control effect; nearly all actives have a fitted effect of over 80% in size
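ATPase turnover read by TR-FRET ADP competition (Eu cryptate antibody/ADP-d2, 665/590 nm): 10uM ATP final, 25nM Mm-CPN final, 30 min 37degC after 10-min compound preincubation, pH 7.4 Tris/KCl/MgCl2/DTT buffer.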
PLK1 PBD inh = qHTS for Inhibitors of PLK1-PDB (polo-like kinase 1 - polo-box domain): Primary Screen. AID 720504, 2013. Serine/threonine-protein kinase PLK1 (Homo sapiens), P53350. Plk1 PBD binding of FITC phosphopeptide, fluorescence polarization. Potency, µM, without a hit: max response, negative = inhibition, usual class: inhibitors. 2.8% of 360,000 active; also: potency is read from the fitted curve at half-maximal effect; series mostly up to about 57 µM; % is scaled to controls: 0 for no effect and ±100 for the full control effect; nearly all actives have a fitted effect of over 65% in size
Target sequence (P53350 whole entry, looked up, the tested form may be a part): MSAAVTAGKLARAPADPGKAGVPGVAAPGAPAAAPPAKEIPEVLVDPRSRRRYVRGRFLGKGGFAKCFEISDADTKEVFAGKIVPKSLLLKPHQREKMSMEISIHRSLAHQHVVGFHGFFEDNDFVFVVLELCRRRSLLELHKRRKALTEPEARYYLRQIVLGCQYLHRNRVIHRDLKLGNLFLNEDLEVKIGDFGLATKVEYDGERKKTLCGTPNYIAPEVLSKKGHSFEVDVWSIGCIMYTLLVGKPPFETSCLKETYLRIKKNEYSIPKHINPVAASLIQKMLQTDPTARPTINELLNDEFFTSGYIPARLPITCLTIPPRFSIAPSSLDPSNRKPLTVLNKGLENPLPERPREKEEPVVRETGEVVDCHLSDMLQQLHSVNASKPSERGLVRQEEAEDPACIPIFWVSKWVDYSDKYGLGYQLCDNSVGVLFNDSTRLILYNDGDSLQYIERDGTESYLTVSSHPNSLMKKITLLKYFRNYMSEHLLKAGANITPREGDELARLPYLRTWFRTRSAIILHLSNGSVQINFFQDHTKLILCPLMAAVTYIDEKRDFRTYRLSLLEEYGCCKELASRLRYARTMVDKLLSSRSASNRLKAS
PI5P4K alpha inh = qHTS for Inhibitors of phosphatidylinositol 5-phosphate 4-kinase (PI5P4K). Phosphatidylinositol 5-phosphate 4-kinase type-2 alpha (Homo sapiens), P48426. PI5P4Kalpha enzyme, ADP-Glo luminescence, 60 min; hits give low values. max response, %. 1.2% of 330,000 active; active = max response of -50% or lower; inconclusive = between -30% and -50%; inactive = -30% or higher; also: value at the top dose of about 77 µM; % is scaled to controls: 0 for no effect and ±100 for the full control effect
Target sequence (P48426 whole entry, looked up): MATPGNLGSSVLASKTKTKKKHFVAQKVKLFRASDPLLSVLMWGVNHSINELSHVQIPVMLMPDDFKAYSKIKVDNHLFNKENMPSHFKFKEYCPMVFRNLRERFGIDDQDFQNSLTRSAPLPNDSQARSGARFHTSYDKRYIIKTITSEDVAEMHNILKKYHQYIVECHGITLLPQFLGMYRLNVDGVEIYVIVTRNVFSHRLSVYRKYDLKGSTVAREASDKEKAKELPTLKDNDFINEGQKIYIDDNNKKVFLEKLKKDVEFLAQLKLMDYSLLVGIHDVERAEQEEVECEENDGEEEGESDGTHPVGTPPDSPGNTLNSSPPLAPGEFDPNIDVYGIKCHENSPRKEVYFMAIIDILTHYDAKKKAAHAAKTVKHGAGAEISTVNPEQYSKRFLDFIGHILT
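PI5P4Kalpha ADP-Glo assay; 5 microM ATP final; 60 min RT reaction; HEPES pH 7.4/EGTA/CHAPS, 5% DMSO; controls lacking substrate or enzyme; luminescent end-point.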
CCT modulator = High-Throughput Screening for Modulators of Cytosolic Chaperonin Activity; purified chaperonin ATPase assay, HTRF ADP detection, 30 min; activity change, % (no concentration beside the values), hits read low; 0.3% of 360,000 active; AID 651819, 2012; in the data active = activity change below about -30%; also: % is scaled to controls: 0 for no effect and ±100 for the full control effect
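ATPase activity: ADP formed was measured by HTRF Transcreener (665/615 nm ratio) after 30 min at 37 deg C with 10 uM ATP. Compounds screened at one 76 uM concentration against 40 or 20 nM TRiC in Tris pH 7.4/KCl/MgCl2/DTT buffer.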
EPAC1 ag = qHTS for Agonist of cAMP-regulated guanine nucleotide exchange factor 3 (EPAC1): primary screen; EPAC1 agonist qHTS, biochemical assay; response scale: 100% = response to 6.5 mM cAMP; Rap guanine nucleotide exchange factor 3 (Homo sapiens), O95398; AID 720707, 2013; Potency, µM (series often up to 154 µM), for inactives: at the top dose activation, hits mostly activators; 0.073% of 360,000 active; also: potency is read from the fitted curve at half-maximal effect; nearly all actives have a fitted effect of over 60% in size
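EPAC1 100 nM, Rap1B–BODIPY-GDP 250 nM, unlabeled GDP 50 uM; compound titration; 5 min RT; kinetic read ex480/em540 at 5-min intervals ×30 min; data normalized to 6.5 mM cAMP agonist control.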
Starred values were filed as active, the others as inactive; ? = inconclusive; nt = not tested or not shown; [ ] = another dose, or the depositor's remark. Unless noted, calls follow the shape of the dose curve; as a rule, active = well fitted curve in the direction sought with a large enough effect; inconclusive = small, poorly fitted or top-dose-only effect, or another doubt; inactive = no such curve, though single readings can be large; an effect the other way counts as inactive or inconclusive. Only part of the results is shown (hit frequency here may not be typical).

SMILES	EPAC1 antagonist	EPAC2 antag	WRN helicase inh	Mm-Cpn inhibitor	PLK1 PBD inh	PI5P4K alpha inh	CCT modulator	EPAC1 ag
Cc1ccc(Cl)cc1N1CCN(C(=O)COc2ccc(S(=O)(=O)NC(C)C)cc2)CC1	-15%	-8%	-2%	2%	-18%	-3	-2.4	-10%
Cc1cccc2nc3c(nc12)-c1ccccc1C3=O	-2%	2%	-32%	1%	1%	-3	-1.9	-2%
C[C@H](NC(=O)Cc1cccc2ccccc12)C(=O)NCc1ccccc1	-2%	21%	0%	-5%	-14%	1	2.0	-4%
COc1ccc(-c2noc(-c3ccccc3C(=O)NCc3ccco3)n2)cc1OC	7%	6%	0%	-1%	-7%	-7	-1.4	-15%
COc1ccc(-c2cn[nH]c2-c2ccc(OC)cc2O)cc1	?	-18%	-22%	-17%	?	4	3.0	?
O=C(Nc1cccc(-c2cccc(F)c2)c1)C1CCN(C2CCOCC2)CC1	-14%	-1%	-7%	2%	-8%	1	1.1	9%
COc1ccc(CN(CC(=O)NCc2ccccc2)C(=O)CCC(=O)Nc2nccs2)cc1	6%	8%	12%	0%	-3%	17	1.1	-4%
Cc1ccc(NC(=O)[C@@H](NC(=O)c2cccc(S(=O)(=O)N3CCOCC3)c2)C(C)C)cc1C	-6%	13%	1%	0%	-4%	9	2.0	2%
COc1ccc(OC)c(NC(=O)c2nc3ccccc3s2)c1	-3%	0%	5%	-1%	-13%	-3	0.0	9%
COc1cc(C(C)=O)ccc1OCC(O)CN1CCN(c2ccc(F)cc2)CC1 (configuration not stated)	-8%	9%	0%[57.1 µM]	0%	4%	0	3.1	3%
CC(=O)OC1CCC2C3CCc4cc(O)ccc4C3CCC12C (configuration not stated)	-28%	-9%	-9%	nt	-5%	21	0.5	0%
CCOC(=O)C(=CNc1ccc(OC)cc1[N+](=O)[O-])C(=O)OCC	?	4%	-1%	0%	-3%	3	-1.4	-5%
NC(=O)CC(NC(=O)Cc1cccc2ccccc12)c1ccc(NC2CCCCC2)c([N+](=O)[O-])c1 (configuration not stated)	6%	12%	-4%	0%	-2%	-1	1.2	-1%
COc1ccc(C2CC(=O)c3c(O)cc(O)cc3O2)cc1O (configuration not stated)	-25%	-19%	-6%	nt	-8%	-22	1.4	-9%
COc1ccccc1CNC(=O)CN1C(=O)NC(c2ccccc2)(c2ccc(C)c(C)c2)C1=O (configuration not stated)	-6%	3%	-2%	1%	-3%	15	-0.9	-15%
CCOc1cc(/C=C2\NC(=O)NC2=O)cc([N+](=O)[O-])c1O	?	-14%	-9%	-4%	-27%	-59*	-1.7	9%
CSc1nc(N)n2nc(-c3ccccc3)cc2n1	-3%	-1%	1%	-1%	2%	-2	-1.9	-1%
CN(c1ccccc1C(=O)Nc1cccc(C(F)(F)F)c1)S(C)(=O)=O	-20%	0%	8%	2%	-8%	1	-3.8	-2%
Cc1cc(C)n2nc(C(=O)OCC(=O)N(CC(C)C)CC(C)C)nc2n1	7%	-8%	3%	-2%	-8%	-6	-5.5	13%
COc1ccc(OCC(=O)Nn2c(-c3ccc(C)cc3)nc3ccccc3c2=O)cc1	2%	5%	-10%	0%	4%	-8	-2.5	-5%
C=CCc1cc(C=Nc2ccc(N3CCOCC3)cc2)cc(OCC)c1O	1%	0%	-5%	nt	-8%	1	-2.2	15%
Cc1ccn2cc(CCNC(=O)c3ccc(Br)o3)nc2c1	0%	1%	-2%	1%	-3%	2	-2.1	10%
COc1ccccc1NS(=O)(=O)c1cc(C(=O)N2CCCC2)ccc1C	-8%	-9%	-1%	-1%	2%	2	3.1	16%
CCN(CC)c1cc(C)c2cc(NC(=O)c3cccs3)ccc2n1	-20%	8%	22%	1%	-7%	-3	-0.9	6%
COC(=O)c1ccccc1NC(=O)Nc1ccc(C(=O)N2CCCC2)cc1	10%	12%	1%	3%	2%	nt	0.2	1%

Record cards, from the list above.
COc1ccccc1CNC(=O)CN1C(=O)NC(c2ccccc2)(c2ccc(C)c(C)c2)C1=O (configuration not stated) across the screens: EPAC1 antagonist: -6%; EPAC2 antag: 3%; WRN helicase inh: -2%; Mm-Cpn inhibitor: 1%; PLK1 PBD inh: -3%; PI5P4K alpha inh: 15; CCT modulator: -0.9; EPAC1 ag: -15%
Cc1ccc(NC(=O)[C@@H](NC(=O)c2cccc(S(=O)(=O)N3CCOCC3)c2)C(C)C)cc1C across the screens: EPAC1 antagonist: -6%; EPAC2 antag: 13%; WRN helicase inh: 1%; Mm-Cpn inhibitor: 0%; PLK1 PBD inh: -4%; PI5P4K alpha inh: 9; CCT modulator: 2.0; EPAC1 ag: 2%

Further records:
SMILES	EPAC1 antagonist	EPAC2 antag	WRN helicase inh	Mm-Cpn inhibitor	PLK1 PBD inh	PI5P4K alpha inh	CCT modulator	EPAC1 ag
CCN(C(=O)COC(=O)/C=C/c1cccc([N+](=O)[O-])c1)c1c(N)n(Cc2ccccc2)c(=O)[nH]c1=O	-14%	43%[activator]	3%	-1%	-2%	3	1.4	-5%
COC(=O)c1ccc(C(=O)OC)c(NC(=O)COC(=O)C2CCC(C(C)(C)C)CC2)c1 (configuration not stated)	-8%	-13%	-9%	0%	-10%	-2	-0.5	-2%
O=C(CCS(=O)(=O)c1ccccc1)Nc1ccc(Cl)cn1	-1%	7%	-9%[57.1 µM]	2%	-13%	-5	-0.4	9%
CCCS(=O)(=O)N1CCN(CC2CC=CCC2)CC1 (configuration not stated)	5%	-2%	11%	1%	-7%	nt	-0.8	8%
CCOn1c(=O)c(-c2cccc([N+](=O)[O-])c2)[n+]([O-])c2ccccc21	-12%	4%	-21%[57.1 µM]	0%	-4%	-7	0.4	2%
COc1ccc(Cl)cc1Nc1nnc(-c2ccncc2)s1	12%	-3%	-5%	3%	-15%	-3	0.2	15%
O=C(N/N=C/CCc1ccccc1)c1ccc(CN2c3cccc4cccc(c34)S2(=O)=O)cc1	-17%	-7%	-24%[57.1 µM]	?	-4%	1	0.4	2%
COC(=O)c1ccc(C(=O)Nc2ccc(C(C)C)cc2N)cc1	-11%	-19%	-3%	-5%	30µM*	-7	2.1	10%
O=C(O)C1CCCCC1C(=O)NCCc1ccccc1 (configuration not stated)	11%	1%	6%	-1%	-8%	nt	-2.1	6%
O=C(CNC(=O)c1ccc(Br)o1)NNC(=O)c1ccccc1O	1%	3%	-5%	0%	3%	-3	1.1	8%
Cc1cc(C)cc(N(CC(=O)NC2CCCC2)C(=O)CNC(=O)c2ccco2)c1	-10%	0%	1%	0%	-1%	8	-2.9	14%
CC1CCCC12NC(=O)NC2=O (configuration not stated)	2%	1%	3%	nt	-1%	-5	-2.4	1%
Cc1csc(SCC(=O)Nc2cc(C(C)(C)C)nn2-c2ccccc2)n1	-10%	-1%	-6%	1%	-12%	0	-2.7	3%
CC1(c2nnnn2-c2ccc3c(c2)OCCO3)CCC(=O)N1C1CCN(Cc2ccccc2)CC1 (configuration not stated)	-17%	2%	6%	nt	2%	2	0.1	1%
O=C(NCc1cccs1)c1cccn2c(=O)c3sccc3nc12	1%	12%	-12%	1%	-2%	7	-0.6	3%
CCOC(=O)c1c(S(=O)(=O)N2CCN(Cc3ccccc3)CC2)c(C)n(C)c1C	-2%	1%	-5%	0%	-8%	8	-0.5	3%
Cc1cccc(N2N=C(C(=O)N3Cc4ccccc4CC3C(N)=O)CCC2=O)c1 (configuration not stated)	10%	0%	3%	-1%	0%	-9	-2.0	-8%
Cc1ccccc1NC(=O)COC(=O)CNC(=O)c1sc2ccccc2c1Cl	35%[activator]	1%	-35%[57.1 µM]	-8%	-8%	-10	-12	-12%
[O-]C(=C(C(=S)Nc1cccc2ccccc12)[n+]1cccc(CO)c1)c1ccc(Cl)s1	1%	-2%	-21%	nt	-16%	-22	-6.1	-6%
Cc1ccc(N(CCC#N)C(=O)COC(=O)c2nc3nc(C)cc(C)n3n2)cc1	-4%	-5%	-3%	1%	2%	-1	-3.7	6%
COc1ccc(NC(=O)CCCOc2ccc(C)cc2)cc1S(=O)(=O)N1CCCCC1	-4%	-24%	-5%	nt	-7%	-6	-0.2	7%
C=CCc1cccc(/C=N/NC(=O)C(C)Nc2ccc(C)cc2)c1O (configuration not stated)	-20%	-12%	-23%	0%	-4%	18	0.0	-19%
N#C/C(=C\c1cn(CC(=O)N2CCCC2)c2ccccc12)C(=O)NCc1ccc2c(c1)OCO2	-7%	-5%	7%	-1%	-20%	-8	-4.8	12%
CCN(CC1COc2ccccc2O1)C(=S)Nc1ccccc1 (configuration not stated)	-9%	-1%	2%	1%	-6%	nt	-0.5	15%
Cc1ccccc1NS(=O)(=O)c1cc(OCC(N)=O)c(C)cc1Cl	-1%	-1%	-2%	2%	4%	-11	-0.6	-7%

Continuation.
SMILES	EPAC1 antagonist	EPAC2 antag	WRN helicase inh	Mm-Cpn inhibitor	PLK1 PBD inh	PI5P4K alpha inh	CCT modulator	EPAC1 ag
Cn1nc(C(=O)NCC(c2cccs2)N2CCOCC2)c2ccccc2c1=O (configuration not stated)	-4%	4%	7%	3%	-12%	-5	-1.0	1%
Cc1ccnc(NS(=O)(=O)c2ccc(NC(=O)c3ccc4c(c3)OCCO4)cc2)n1	-30%	-2%	-1%	1%	-9%	1	-5.4	-3%
COc1ccc(S(=O)(=O)Nc2ccc(O)c3ccccc23)cc1	-21%	1%	79µM*	-8%	27µM*	-28	0.8	2%
CC(CC1CC(C)(C)OC1=O)C(=O)Nc1ccc([N+](=O)[O-])cc1 (configuration not stated)	0%	9%	1%	1%	-4%	-5	-0.6	-4%
CCOc1ccc2nc(-c3ccccc3)[nH]c2c1	10%	2%	-16%	-4%	-9%	0	0.9	1%
COc1cc2c(oc(=O)c3cc(C)cc(OC)c32)c2c(C3OC(C)C(O)C(C)(O)C3O)ccc(O)c12 (configuration not stated)	-27%	-4%	?	nt	-6%	-1	0.5	1%
O=C(COC(=O)CCC1CCCC1)Nc1ccccc1Br	16%	-3%	6%	-1%	5%	5	-1.6	10%
